# tim23-1 inh = inhibits growth of tim23-1 mutant yeast; S. cerevisiae tim23-1 growth, BacTiter-Glo luminescence, 24 h; inhibition, % at 20 µM; hit rate 1.3% among 330,000; AID 463212;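 active = growth inhibition of the mutant yeast at or above 50%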;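 also: temperature-sensitive mutant grown at 25 °C; plate controls were DMSO-treated mutant yeast for no effect and medium wells lacking yeast for full effect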
# TIM10 inh = growth inhibitors of TIM10 yeast strain | S. cerevisiae TIM10 strain growth, BacTiter-Glo luminescence, 24 h | inhibition, % at 10 µM | hit rate 1.4% among 330,000;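 active = inhibition of 40% or more at the single tested concentration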;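 also: wild-type TIM10 isogenic control strain grown at permissive 25 °C; 0% = DMSO yeast wells and 100% = minimal medium wells without yeast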
# NALP3 yeast inh = NALP3 inhibition in yeast; Yeast reconstituted NLRP3/ASC/caspase-1, beta-gal luminescence, 24 h; hit rate 0.39% among 330,000; inhibition, % at 10 µM;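 active = inhibition of 50% or more; inactive = inhibition below 50%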;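 also: plate controls were induced DMSO wells for no effect and uninduced yeast grown without galactose for full effect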
# tim10-1 inh = inhibits growth of tim10-1 mutant yeast | S. cerevisiae tim10-1 ts strain growth, BacTiter-Glo, 24 h | inhibition, % at 20 µM | hit rate 2.2% among 330,000;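 active = inhibition of at least 40%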;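 also: mutant grown at 25 °C; 0% = DMSO wells with yeast and 100% = wells holding no yeast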
# MPTP inh = inhibitors of mitochondrial permeability transition pore. isolated mouse mitochondria, Ca2+ swelling absorbance, 30 min. inhibition, % at 10 µM. hit rate 1.4% among 360,000. AID 602449;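 active = inhibition of 50% or more, scaled per plate between neutral and stimulator controls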;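 also: 0% = DMSO wells given calcium and 100% = 1 mM EGTA wells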
# APJ antagonist = antagonists of human APJ apelin receptor; hit rate 0.32% among 330,000; CHO-K1 APJ beta-arrestin complementation, luminescence; inhibition, % at 20 µM;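 active = inhibition above about 40% at 20 µM, limit read from the data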;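 also: cells challenged with 10 nM apelin-13 agonist together with compound; plate controls were apelin-13 plus DMSO wells for no effect and DMSO wells lacking apelin-13 for full effect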
# Target sequence (P35414 whole entry, looked up): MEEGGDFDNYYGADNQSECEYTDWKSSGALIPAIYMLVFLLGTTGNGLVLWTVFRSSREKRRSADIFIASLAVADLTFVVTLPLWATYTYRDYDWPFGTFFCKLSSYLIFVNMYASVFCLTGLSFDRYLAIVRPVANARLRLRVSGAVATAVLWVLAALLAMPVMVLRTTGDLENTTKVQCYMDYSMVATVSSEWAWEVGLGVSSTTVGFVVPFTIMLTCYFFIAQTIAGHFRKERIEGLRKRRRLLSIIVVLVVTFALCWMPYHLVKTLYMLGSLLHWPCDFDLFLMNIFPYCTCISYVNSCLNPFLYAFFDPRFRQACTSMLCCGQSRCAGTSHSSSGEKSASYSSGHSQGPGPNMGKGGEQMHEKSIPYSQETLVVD
# beta cell repl = inducers of beta-cell replication in MIN6 cells | proliferation, % at 10 µM | AID 2380 | hit rate 0.29% among 330,000 | MIN6 cells proliferation, ATPlite luminescence, 48 h; cells starved in 0.2% serum; 100% = growth in 10% serum;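 active = compounds whose signal lies at least 3.5 SD above the mean of all wells on their plate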;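 also: 0% = DMSO-treated cells in low-serum medium and 100% = 10% serum control; some compounds called inactive have numbers as strong as hits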
# NR3A LBD binder = modulators (binders) of human NR3A ligand-binding domain | hit rate 2.5% among 340,000 | Tm shift relative to glycine control, % at 25 µM | NR3A LBD differential scanning fluorimetry, Tm shift; 0% = protein alone, 100% = glycine-bound protein | AID 1259313;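 active = melting temperature shift of at least 10% of the positive control shift, at one fixed dose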
# APJ ag = APJ receptor agonism. P35414. CHO-K1 APJ PathHunter beta-arrestin, luminescence; 0% DMSO wells, 100% apelin. activation, % at 20 µM. hit rate 0.11% among 330,000. AID 2520;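 active = activation more than six SD over the plate average, tested at 20 µM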;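 also: 0% = DMSO alone and 100% = apelin-13 at 10 nM; some results filed as inactive read as strong as hits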
#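 assay system = CHO-K1 APJ beta-arrestin complementation cell line | input = cell density 1000 per well | dosing = compound 20 µM once, DMSO 1% | timing = compound 90 min 25 °C, reagent 1 h | measured by = luminescence from split beta-galactosidase complementation, Galacton Star/Emerald II substrate | read-out basis = APJ agonist activity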
# * = called active by the depositor; . = not tested or not shown.
# Results follow in this order: tim23-1 inh	TIM10 inh	NALP3 yeast inh	tim10-1 inh	MPTP inh	APJ antagonist	beta cell repl	NR3A LBD binder	APJ ag
(1) COc1ccc(N2C(=O)CC(N3CCN(c4nc5ccccc5s4)CC3)C2=O)cc1 (stereo not drawn)
→ 37	32	22	27	3.3	-24	3	0	-1
(2) NC(=O)c1ccc(Nc2nnc(-c3ccc(O)cc3)c3ccccc23)cc1
→ 14	-5	-1	21	-0.5	-6	1	-3	-2
(3) CN(C)S(=O)(=O)c1ccc(NCC2COc3ccccc3O2)c([N+](=O)[O-])c1 (stereo not drawn)
→ 9	14	10	17	0.9	14	-1	-4	-5
(4) CCOC(=O)c1cnc2c(c(C)nn2C)c1Oc1ccc(OC)cc1
→ 12	-3	27	11	4.0	-3	5	0	-3
(5) COc1ccc(CNS(=O)(=O)c2cc3c4c(c2)C(C)C(=O)N4CCC3)cc1 (stereo not drawn)
→ 13	6	7	25	-1.4	16	-1	4	1
(6) Cc1nnc(SCC(=O)NCc2ccccc2)s1
→ -6	-1	5	5	-0.3	15	-4	1	-4
(7) Cc1cc(C)nc(SCC(=O)c2ccc([N+](=O)[O-])cc2)n1
→ 0	20	-3	17	-0.7	-8	-2	1	6
(8) CCC(NC(=O)CCc1c(C)c2cc3c(C)c(C)oc3cc2oc1=O)C(=O)N[C@@H](Cc1ccccc1)C(=O)O (stereo partly drawn)
→ 12	-9	13	11	0.7	13	-1	-2	-2
(9) COc1ccc(-c2cn[nH]c2-c2ccc(OCc3ccc([N+](=O)[O-])cc3)cc2O)cc1OC
→ 8	5	2	1	19	1	-5	15*	0
(10) O=C(c1cccc(S(=O)(=O)N2CCOCC2)c1)N1CCN(c2ccccc2)CC1
→ 6	8	16	0	-0.2	4	2	2	-5
(11) CCc1c(C)c2nncn2[nH]c1=O
→ 5	7	5	1	-1.2	-1	1	3	-2
(12) O=C(CSc1nc(=O)[nH]c2c1CCCC2)Nc1ccc(F)cc1F
→ 21	5	11	5	0.3	16	-1	1	-4
(13) CCOc1ccc(NC(=S)N2CCC(N(C)CCN3CCOCC3)CC2)cc1
→ 4	0	9	15	1.3	7	-3	-3	-3
(14) Cc1cccc(N2CCN(C(=O)CNC(=O)Cc3ccccc3)CC2)c1C
→ 6	20	16	-13	0.0	-7	-3	1	-2
(15) Cn1c2cc(Br)sc2c2cnn(Cc3ccc(F)cc3F)c(=O)c21
→ -4	-6	14	2	-0.2	-18	0	0	-5
(16) Cc1ccc(C2NC(=O)CCC2[N+](=O)[O-])cc1 (stereo not drawn)
→ 4	-4	-2	13	-2.7	0	4	-2	-3
(17) COc1ccc(C(=O)Nc2ccc3c(c2)OCCO3)cc1
→ 3	-4	3	-20	-0.1	-15	-5	-34	-4
(18) O=C(NCCOc1nc(N2CCOCC2)nc(N2CCOCC2)n1)Nc1ccc(Cl)cc1
→ -12	9	8	9	-3.2	9	0	-2	-2
(19) N=C1CCCN1c1ccccc1O
→ 14	0	6	-2	-0.4	-7	1	-1	-3
(20) Cn1c(N)c(C(=O)COC(=O)CNS(=O)(=O)c2ccc(Cl)c(Cl)c2)c(=O)n(C)c1=O
→ 10	9	0	7	0.7	-5	-4	-8	-1

# (list continues)
# Results follow in this order: tim23-1 inh	TIM10 inh	NALP3 yeast inh	tim10-1 inh	MPTP inh	APJ antagonist	beta cell repl	NR3A LBD binder	APJ ag
(21) CC1=C(C(=O)OCC(C)C)C(c2ccc(Br)s2)NC(=O)N1 (stereo not drawn)
→ -1	-13	12	-4	0.7	-13	-4	-3	-2
(22) O=C(CCn1[nH]c(=O)c2ccccc2c1=O)NCCO
→ 4	-1	0	-4	-0.5	8	-2	-7	3
(23) CC(C)CN=Cc1c(O)c([N+](=O)[O-])cc2oc3c(c12)CCCC3
→ 66*	40	42	37	5.7	14	-5	-5	1
(24) CCOC(=O)Cc1csc(NC(=O)CSc2nnc(Cc3csc(N)n3)n2C)n1
→ -6	-2	12	-18	0.1	2	0	-3	3
(25) Cc1ccc(NS(=O)(=O)c2ccc(C)c(C(=O)NCC(c3ccccc3)N(C)C)c2)cc1 (stereo not drawn)
→ 37	20	7	38	-1.7	-50	-5	-2	-2
(26) CC1(C)CC(=O)C(N=Nc2ccc(OC(F)F)cc2)=C(O)C1
→ 5	-17	-4	12	1.6	10	0	-1	-10
(27) COCc1cc(CN2CCCC(C(=O)Nc3cccc(-n4cnnn4)c3)C2)ccc1OC (stereo not drawn)
→ -7	-5	5	0	1.6	-5	-4	.	-3
(28) O=C(Cn1cnc2ccccc2c1=O)NC1CCS(=O)(=O)C1 (stereo not drawn)
→ 13	-11	21	0	1.4	21	-3	0	-2
(29) C=CCn1c(=O)c2c(nc(-c3ccc(S(=O)(=O)O)cc3)n2C)n(C)c1=O
→ -11	4	15	-11	-5.5	-2	1	-3	9
(30) O=C(NCCC1CCCCN1S(=O)(=O)c1ccccc1)C(=O)NCC1CCCO1 (stereo not drawn)
→ -4	-10	17	-10	-0.3	9	0	1	-1
(31) Cc1ccc(S(=O)(=O)N2CCCCC2)cc1C(=O)OCC(=O)N1c2ccccc2NC(=O)C1(C)C
→ 6	-9	1	-2	0.2	7	-4	6	0
(32) Cc1c(CN(C)C)c2c(n1C)C(=O)c1ccc(Br)cc1-2
→ 0	2	15	-3	1.2	17	-2	-1	-5
(33) COc1ccc(-c2ccc(N(C)C)cc2)cc1[C@H]1[C@H]2C=CC[C@@H](C)[C@@H]2C(=O)N1Cc1ccccc1
→ 16	11	16	23	4.2	3	-9	0	3
(34) COc1ccccc1C1CC(=O)NC(C)=C1C(=O)OCC(C)C (stereo not drawn)
→ 18	8	8	9	1.7	14	1	-6	2
(35) CCOc1ccc(C2NC(=O)c3ccccc3O2)cc1OCC (stereo not drawn)
→ 22	11	14	11	0.0	13	5	3	-4
(36) O=C(COC(=O)Cn1cnc2ccccc2c1=O)NNC(=O)c1ccc(Br)cc1
→ 7	1	5	14	-0.1	4	-3	0	0
(37) Cc1ccc(NC(=O)CN(C)C(=O)c2cn(Cc3ccccc3)nc2-c2cccnc2)cc1
→ -3	11	7	2	-1.0	5	-2	0	0
(38) NC(=O)C1CC(=O)N(c2ccc(OCc3ccc(F)cc3)cc2)C1 (stereo not drawn)
→ 8	-3	3	7	-0.4	14	-1	1	-4
(39) C=CCS(=O)(=O)c1nc2ccccc2s1
→ 12	-9	17	-18	-1.1	12	-4	0	-2
(40) CCCCCOc1ccc(C(=O)CCC(=O)NNC(=O)c2ccncc2)cc1
→ 20	1	6	8	-3.2	12	-1	0	1

# Five compounds already listed, sorted by molecular weight, smallest number first:
# Results follow in this order: tim23-1 inh	TIM10 inh	NALP3 yeast inh	tim10-1 inh	MPTP inh	APJ antagonist	beta cell repl	NR3A LBD binder	APJ ag
(23) CC(C)CN=Cc1c(O)c([N+](=O)[O-])cc2oc3c(c12)CCCC3
→ 66*	40	42	37	5.7	14	-5	-5	1
(28) O=C(Cn1cnc2ccccc2c1=O)NC1CCS(=O)(=O)C1 (stereo not drawn)
→ 13	-11	21	0	1.4	21	-3	0	-2
(40) CCCCCOc1ccc(C(=O)CCC(=O)NNC(=O)c2ccncc2)cc1
→ 20	1	6	8	-3.2	12	-1	0	1
(37) Cc1ccc(NC(=O)CN(C)C(=O)c2cn(Cc3ccccc3)nc2-c2cccnc2)cc1
→ -3	11	7	2	-1.0	5	-2	0	0
(24) CCOC(=O)Cc1csc(NC(=O)CSc2nnc(Cc3csc(N)n3)n2C)n1
→ -6	-2	12	-18	0.1	2	0	-3	3

# The results go on:
# Results follow in this order: tim23-1 inh	TIM10 inh	NALP3 yeast inh	tim10-1 inh	MPTP inh	APJ antagonist	beta cell repl	NR3A LBD binder	APJ ag
(41) COc1ccc(CCN(C)C2CCCN(S(=O)(=O)C(C)C)C2)cc1OC (stereo not drawn)
→ -9	-8	1	-8	0.6	23	1	-2	-4
(42) N#Cc1cc2ccc(N3CCOCC3)cc2cc1C#N
→ 10	-9	-6	5	1.4	-57	-4	0	15
(43) Nc1ncn(CC(=O)c2ccccc2)n1
→ 6	3	10	6	-0.9	-8	-2	0	-2
(44) COc1ccc(CN(C)C(=O)Cc2ccsc2)c(OC)c1OC
→ 16	0	21	2	0.1	-2	-1	-2	1
(45) CCCc1c(C)nc(N2CCN(c3cccc(OC)c3)CC2)[nH]c1=O
→ 24	3	17	-1	-1.0	-17	-2	0	-2
(46) CSc1ncccc1C(=O)Nc1cc(Cl)ccc1N1CCOCC1
→ 28	10	15	20	0.2	-2	-5	-2	0
(47) CC(C)Sc1nnc(NC(=O)C2CC2)s1
→ 14	5	0	17	-0.8	18	2	0	-4
(48) Cc1ccc(CSc2nnc(C(F)(F)F)n2Cc2ccc(F)cc2)cc1
→ 20	-1	15	21	-0.8	1	-3	3	-4
(49) C/C(=N/NC(=O)Cc1cc(=O)[nH][nH]1)c1ccc([N+](=O)[O-])cc1
→ -1	9	1	3	0.4	21	-3	2	0
(50) Cc1onc(-c2ccccc2Cl)c1C(=O)N1CCN(C=O)CC1
→ -4	-1	-3	4	-1.3	6	3	-2	5

# Laid out differently: results already given
49: C/C(=N/NC(=O)Cc1cc(=O)[nH][nH]1)c1ccc([N+](=O)[O-])cc1
  tim23-1 inh: -1; TIM10 inh: 9; NALP3 yeast inh: 1; tim10-1 inh: 3; MPTP inh: 0.4; APJ antagonist: 21; beta cell repl: -3; NR3A LBD binder: 2; APJ ag: 0
47: CC(C)Sc1nnc(NC(=O)C2CC2)s1
  tim23-1 inh: 14; TIM10 inh: 5; NALP3 yeast inh: 0; tim10-1 inh: 17; MPTP inh: -0.8; APJ antagonist: 18; beta cell repl: 2; NR3A LBD binder: 0; APJ ag: -4
